SRC1 inh = inhibitors of human steroid receptor coactivator 1 (SRC1); Q15788; HEK293 GAL4-SRC1 luciferase reporter, luminescence; inhibition, % at 3.6 µM; hit rate 0.12% among 360,000; AID 588354;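 active = inhibition above the campaign mean plus 3 SD, with each screening campaign given its own cutoff, cut at about 60% in these data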;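 note: 0% = DMSO treated cells and 100% = gossypol at 36 µM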
LMP1 NFkB inh = inhibitors of Epstein-Barr LMP1-induced NF-kappaB reporter; inhibition, % at 12.5 µM; hit rate 0.69% among 350,000; LMP1-induced NF-kappaB luciferase reporter cells, luminescence; in the data active = inhibition above about 41%;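 note: 0% = neutral control wells and 100% = reference inhibitor control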
TWEAK-Fn14 inh = blocks TWEAK-Fn14 interaction in a reporter cell assay; TWEAK-stimulated Fn14 reporter cells, luciferase luminescence, 8 h; inhibition, % at 10 µM; hit rate 2% among 360,000; AID 1159606; in the data active = inhibition above about 50%
NR5A2 inv ag = inverse agonists of human LRH-1 (NR5A2); HEK293T StAR-luciferase reporter, LRH-1 transfected, 24 h; hit rate 0.13% among 360,000; inhibition, % at 3.6 µM; O00482;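 active = inhibition above the mean inhibition of all tested compounds plus 3 SD, cut at about 73% in these data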;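 note: 0% = DMSO wells and 100% = reporter-only cells lacking LRH-1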
TROY NFkB inh = TROY signaling inhibition; Q293 LMP1-TROYcd NF-kB luciferase reporter, 4 h; inhibition, % at 10 µM; hit rate 0.98% among 360,000;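 active = compounds whose plate-normalised and pattern-corrected inhibition of the luciferase reporter signal at the single screening dose is 50% or more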
SRC3 inh = inhibitors of human steroid receptor coactivator 3 (SRC3). Q9Y6Q9. inhibition, % at 3.6 µM. AID 588352. HEK293 GAL4-SRC3 luciferase reporter, luminescence. hit rate 0.17% among 360,000;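 active = inhibition above a per-campaign cutoff, the mean of all compounds plus 3 SD, cut at about 60% in these data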;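 note: 0% = DMSO-treated cells and 100% = gossypol-treated cells at 36 µM; higher means less SRC3-driven luciferase light from the GAL4 reporter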
Target sequence (Q9Y6Q9 whole entry, looked up, the tested form may be a part): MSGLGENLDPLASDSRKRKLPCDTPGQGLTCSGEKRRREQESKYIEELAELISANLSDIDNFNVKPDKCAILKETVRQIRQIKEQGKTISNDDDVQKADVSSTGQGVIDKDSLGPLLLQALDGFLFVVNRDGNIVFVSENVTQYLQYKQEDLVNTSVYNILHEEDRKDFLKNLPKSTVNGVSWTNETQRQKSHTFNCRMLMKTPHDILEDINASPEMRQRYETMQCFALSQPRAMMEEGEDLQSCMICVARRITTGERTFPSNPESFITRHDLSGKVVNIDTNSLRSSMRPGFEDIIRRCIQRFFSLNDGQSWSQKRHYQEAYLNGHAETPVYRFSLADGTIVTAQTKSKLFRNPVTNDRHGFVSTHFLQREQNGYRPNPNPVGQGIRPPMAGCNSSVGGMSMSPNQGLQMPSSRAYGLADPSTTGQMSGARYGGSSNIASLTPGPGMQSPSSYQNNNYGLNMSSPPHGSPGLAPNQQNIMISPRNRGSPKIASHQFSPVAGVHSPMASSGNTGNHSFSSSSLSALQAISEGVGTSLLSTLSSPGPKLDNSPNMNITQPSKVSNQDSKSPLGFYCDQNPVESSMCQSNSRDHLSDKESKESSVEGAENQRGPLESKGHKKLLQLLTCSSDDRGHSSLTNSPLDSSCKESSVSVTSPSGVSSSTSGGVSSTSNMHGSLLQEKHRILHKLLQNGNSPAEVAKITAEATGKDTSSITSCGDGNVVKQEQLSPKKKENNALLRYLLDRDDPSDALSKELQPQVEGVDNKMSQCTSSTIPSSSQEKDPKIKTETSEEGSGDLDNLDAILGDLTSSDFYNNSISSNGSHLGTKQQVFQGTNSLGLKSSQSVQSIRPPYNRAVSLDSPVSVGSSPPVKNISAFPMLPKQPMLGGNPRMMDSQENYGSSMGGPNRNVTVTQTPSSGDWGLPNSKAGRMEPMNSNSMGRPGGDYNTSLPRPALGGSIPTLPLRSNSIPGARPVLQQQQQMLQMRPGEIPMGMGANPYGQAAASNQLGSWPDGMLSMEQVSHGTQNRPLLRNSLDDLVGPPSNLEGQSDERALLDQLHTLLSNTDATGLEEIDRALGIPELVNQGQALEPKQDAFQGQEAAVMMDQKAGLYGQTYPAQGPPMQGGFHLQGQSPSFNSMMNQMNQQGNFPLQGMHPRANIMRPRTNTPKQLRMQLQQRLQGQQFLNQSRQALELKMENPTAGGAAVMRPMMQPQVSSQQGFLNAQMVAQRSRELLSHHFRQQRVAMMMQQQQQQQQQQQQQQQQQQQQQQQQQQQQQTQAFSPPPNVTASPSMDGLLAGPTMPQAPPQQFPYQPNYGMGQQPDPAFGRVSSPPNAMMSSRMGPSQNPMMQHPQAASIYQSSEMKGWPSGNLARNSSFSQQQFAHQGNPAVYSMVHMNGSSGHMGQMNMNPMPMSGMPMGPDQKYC
COUP-TFII inh = blocks human COUP-TFII nuclear receptor; HEK293T NGFI-A luciferase reporter, luminescence; hit rate 0.7% among 370,000; inhibition, % at 8.6 µM; P24468;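 active = inhibition above a per-plate cutoff, mean inhibition of test wells between control levels plus 3 SD, cut at about 38% in these data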;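 note: cells cotransfected with COUP-TFII expression vector driving the NGFI-A reporter; 0% = median of COUP-TF2 test wells and 100% = reporter-only cells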
C8 TRAIL sens = caspase-8 TRAIL sensitization; NB7+C8 cells + TRAIL, ATPlite viability luminescence; inhibition (viability loss, TRAIL sensitization), % at 10 µM; hit rate 1% among 360,000;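 active = compounds causing at least 50% loss of cell viability in the single-dose screen, relative to plate controls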
NCOA2 inhibitor = inhibits human steroid receptor coactivator 2. Q15596. HEK293 GAL4-SRC2 luciferase reporter, luminescence. inhibition, % at 9 µM. hit rate 0.17% among 370,000. AID 651957;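 active = inhibition above the mean inhibition of all tested compounds plus 3 SD, set per campaign, cut at about 52% in these data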;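 note: 0% = DMSO treated cells and 100% = cells given Gossypol at 36 µM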
TLR9-MyD88 inh = blocks human TLR9 binding to MyD88. CHO BLA complementation TLR9-MyD88, CCF4 FRET ratio. Q9NR96+Q99836. hit rate 0.21% among 340,000. inhibition, % at 4.98 µM;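 active = inhibition above the mean over all tested compounds plus 3 SD, cut at about 21% in these data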;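 note: 0% = DMSO only wells and 100% = clavulanate BLA inhibitor control wells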
NOD2-RIPK2 inh = NOD2-RIPK2 protein interaction inhibition; O43353; CHO BLA complementation NOD2-RIPK2, CCF4 ratio; inhibition, % at 4.98 µM; hit rate 0.38% among 360,000; AID 624267; in the data active = inhibition above about 21%;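 note: 0% = vehicle only and 100% = reference blocker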
Active calls of the source: *; / = not tested or not shown. These rows are one share of the data; rates above refer to the full screens.

Structure,SRC1 inh,SRC3 inh,TWEAK-Fn14 inh,TLR9-MyD88 inh,TROY NFkB inh,NR5A2 inv ag,NCOA2 inhibitor,NOD2-RIPK2 inh,LMP1 NFkB inh,C8 TRAIL sens,COUP-TFII inh
COc1ccc2c(c1)C(NC(=O)C(F)(F)F)CC2=O (stereo not drawn),1.6,2.5,-2.7,-11.7,-0.1,-5.8,-11.7,-0.3,3.1,-7.8,-14.3
COc1ccccc1NS(=O)(=O)CC12CCC(CC1=O)C2(C)C (stereo not drawn),-17.9,8.8,20.2,-8.9,-6.5,10.2,19.7,6.5,-7.9,-12.3,14.0
Cc1ccccc1N=C1NC(=O)CS1,-10.4,1.4,7.6,1.6,-2.2,-16.4,9.3,0.8,8.9,-4.3,10.7
CCc1nc2ccc(C(=O)NCCN3CCOCC3)cn2c1N(CC)CCOC,3.3,-4.9,-11.0,/,-17.8,-5.0,-36.5,-10.8,/,5.3,-4.1
O=C(CN1C(=O)NC2(CCCC2)C1=O)N1CCN(c2ccccc2Cl)CC1,-31.9,-31.4,-8.8,-3.2,-38.3,-10.7,-36.9,-0.4,2.9,7.2,-10.8
CC(/C=N/NC(=O)c1ccccc1F)=C\c1ccccc1,-83.0,-110.2,-8.8,-3.8,-8.0,-118.9,-76.7,2.3,-17.2,49.3,-26.3
COc1ccc(CN2CCN(S(=O)(=O)c3ccc(NC(C)=O)cc3)CC2)c(OC)c1OC,-0.2,2.5,-46.6,-1.1,-3.8,-3.1,10.2,5.4,-4.7,-3.0,21.3
Cc1ccc(Oc2cc([N+](=O)[O-])cc3c2C(=O)Nc2ccccc2O3)cc1,1.9,26.1,56.1*,-0.4,5.9,23.5,2.5,-4.1,10.4,26.5,38.0*
CCOc1ccccc1N=NC1C(=O)N(C(N)=S)N=C1C (stereo not drawn),-134.3,4.4,-21.1,2.9,-27.5,-1.6,13.4,1.9,-2.6,18.0,-9.2
COc1ccc(NC(=O)C2=CC(c3cccs3)=NS(=O)(=O)N2C)cc1,-6.9,0.1,-2.0,-7.7,-9.3,6.1,-2.9,12.9,4.6,0.5,5.8
Cc1ccc2nc(C3CCN(CC(=O)N4CCCCCC4)CC3)[nH]c2c1,-4.3,4.6,-3.2,5.1,7.3,2.7,-24.7,0.9,-0.2,-9.7,5.5
CCOc1ccc(OCC)c(NC(=O)CN(C)S(=O)(=O)c2cccc3nsnc23)c1,0.5,34.4,16.1,-9.8,21.1,6.9,-10.5,-5.1,4.3,-14.9,3.2
COc1ccccc1N1CCN(CCC(=O)Nc2ccc(F)cc2)CC1,5.7,-24.6,19.7,4.8,7.1,-2.0,0.2,-0.1,-4.8,5.9,-6.1
Cn1c(CC(=O)Nc2ccc(F)cc2)nnc1SCC(=O)NC1CCCCC1,-1.1,-3.8,-5.4,3.6,-5.2,-18.4,-8.9,-6.2,-10.7,-8.7,-3.1
NC(=O)c1ccc(-c2csnn2)cc1,15.0,5.6,17.5,/,1.4,7.3,6.2,-4.7,-2.4,1.3,-13.3
O=C1OC(c2ccc(O)cc2)(c2ccccc2O)c2ccccc21 (stereo not drawn),5.8,-17.6,-9.5,0.3,10.3,10.8,6.6,-3.9,-2.9,2.4,3.7
O=C(Nc1ccnn1C1CCN(Cc2ccccc2)CC1)c1ccccc1Cl,-9.4,12.6,-12.2,2.9,-18.6,-7.2,-3.1,-11.2,/,-6.3,15.5
CC(=O)c1cccc(NC(=S)NCCC2=CCCCC2)c1,-19.9,-6.4,14.3,-3.9,7.4,-19.6,17.9,7.0,6.6,-1.4,28.4
Cc1cc(OCC(O)CNC(C)(C)C)ccc1Cl (stereo not drawn),7.0,9.8,-9.4,/,-1.6,11.3,9.8,-10.9,-11.7,6.4,13.4
COc1cc(S(=O)(=O)n2nc(C)cc2C)ccc1Cl,-16.5,4.8,-2.1,-10.4,0.9,-9.7,-3.9,-4.6,3.4,3.4,-7.3
Nc1cccnc1Sc1ccc(Cl)cc1,-9.2,-6.6,4.2,18.4,-16.3,-6.6,-1.0,-1.3,-8.6,-17.2,2.3
CN(C)c1cc[n+](CC[n+]2ccc(N(C)C)cc2)cc1,-22.1,-9.6,0.0,-12.6,-7.1,-0.1,11.8,-1.3,-1.1,16.7,-6.2
COc1cccc(NC(=O)Nc2cc(C(=O)NCC3CCCO3)ccc2N2CC3CC(C2)c2cccc(=O)n2C3)c1 (stereo not drawn),16.5,-0.6,1.1,-6.8,-5.9,-15.7,-5.9,-0.5,3.4,-7.1,-1.3
Nc1nc2ncccn2c1-c1ccc(F)cc1,/,/,/,/,/,-9.6,4.9,16.6,/,2.0,-18.6
COc1ccc(C(N)c2csc(Nc3ncccn3)n2)cc1 (stereo not drawn),-27.3,-3.0,-15.1,/,16.7,12.8,-0.2,0.3,/,3.0,-5.7
CCc1ccc2c(c1)NC(=O)C2(C)Cc1ccc(Cl)s1 (stereo not drawn),7.8,-8.7,-9.3,/,13.2,-6.3,28.2,-8.1,/,6.1,4.5
COC(=O)c1ccc(COc2ncnc3sccc23)cc1,9.6,-12.4,-12.0,-1.3,1.9,-17.5,1.3,-2.5,-13.4,4.8,-5.1
O=C(c1cccc(F)c1)N1CCCC(C(=O)N2CCCCC2)C1 (stereo not drawn),13.2,12.1,-5.8,2.0,5.8,-2.5,6.8,-10.5,0.0,3.5,2.6
CC(NC(=S)Nc1ccc(OC(F)F)c(Cl)c1)C(C)(C)C (stereo not drawn),-10.3,-4.0,-5.2,8.2,29.8,-7.4,-13.6,7.3,-3.9,-2.6,-5.2
COC(=O)CNc1nc(C2CC2)nc2c1nnn2Cc1ccccc1Cl,-15.2,-1.4,10.0,-4.5,8.5,-1.8,2.8,2.6,15.3,17.0,-5.7
CCOc1ccccc1C(=O)N[C@H](C(=O)Nc1nc2c(s1)CCCC2)C(C)C,-35.6,-13.5,14.5,2.1,-6.4,15.2,-19.6,1.8,-11.0,-6.2,9.4
CCOC(=O)c1oc2cccc(O)c2c1CN1CCOCC1,-8.4,-6.6,0.4,4.3,-11.5,19.6,-2.0,-2.4,-0.4,0.9,1.4
CC1(c2ccccc2)NC(=O)N(CC(=O)Nc2cc(S(=O)(=O)N3CCOCC3)ccc2Cl)C1=O (stereo not drawn),10.1,5.0,9.6,5.0,0.9,-4.6,-15.9,2.1,-9.7,-8.4,4.5
Cc1ccc(Nc2c(-c3ccc(N(C)C)cc3)nc3ncccn23)cc1,-48.7,-36.8,-25.0,-11.2,-56.2,-37.6,-18.4,-4.0,-7.2,8.7,-2.7
O=C(NCCCN1CCOCC1)C1CCN(S(=O)(=O)c2ccccc2)CC1,-12.8,11.7,11.3,-2.6,10.2,21.5,8.8,6.2,-2.2,-4.9,0.9
COc1cccc(OCCSc2nc(N)cc(N)n2)c1,-26.6,-9.4,4.8,7.2,-14.0,-61.5,/,-2.9,-18.0,19.6,/
CCC1(CC)NC(=O)N(CC(=O)OCC(=O)Nc2ccccc2[N+](=O)[O-])C1=O,3.2,2.5,5.5,-4.8,18.8,-11.9,-53.2,-2.2,-2.0,-1.1,2.0
O=C(COC(=O)c1ccccc1OCC(=O)Nc1ccc(Br)cc1)Nc1ccccc1,12.6,5.0,-25.1,1.0,-10.5,1.2,-6.2,-5.4,-4.6,-10.5,-8.9
COc1ccc2[nH]cc(CCNS(=O)(=O)Cc3ccccc3)c2c1,-27.6,2.6,-1.5,-2.5,-1.6,10.1,-3.2,-11.0,0.1,-9.6,-11.9
Cc1ccc(S(=O)(=O)CCc2nnc(NC(=O)C3CCCCC3)s2)cc1,5.1,8.5,-8.4,-7.2,-19.2,-1.8,-22.7,2.3,2.1,-17.9,-9.7
C=Cc1ccc(C(=O)NC2CCCN(Cc3ccccc3F)C2)cc1 (stereo not drawn),10.5,-9.1,-1.4,8.3,-6.3,14.9,1.1,6.8,2.3,0.0,25.4
CCOC(=O)N1CCC(N(CCN(C)C)C(=S)Nc2cc(C)ccc2C)CC1,-9.6,-14.5,-6.8,-2.9,15.2,14.2,-1.6,-3.6,4.7,-3.9,7.9
Cc1cc(=O)oc2cc(NC(=O)c3c(Cl)cnn3C)ccc12,-15.4,-46.2,-25.4,-11.0,-34.9,-34.3,-30.9,-7.2,-11.3,-1.4,-9.7
Cc1sc2nc(SCC(=O)N(C)C)[nH]c(=O)c2c1C,-2.0,16.9,3.6,-1.3,12.0,-11.6,3.1,-9.9,0.0,-4.9,7.8
Cc1ccccc1OCc1nnc(SC(C)C(=O)O)n1-c1ccccc1 (stereo not drawn),2.4,-14.5,-28.6,-6.8,3.2,-4.2,2.5,-9.4,4.3,-0.3,4.7
C[C@@H]1CC[C@]2(O[C@H](CCO)C[C@H](O)[C@H]2O)O1,-0.3,-26.5,5.7,-7.0,0.7,0.5,-4.9,9.1,0.9,2.6,1.0
CCOC(=O)CCCNC(=O)CSc1nc2ccc(OCC)cc2[nH]1,-9.5,-12.0,5.9,-8.5,4.0,15.4,-31.1,-2.8,-1.8,-7.2,-10.9
CC(NS(=O)(=O)c1ccc(Br)cc1)C(=O)Nc1nc2ccccc2[nH]1 (stereo not drawn),-14.1,2.9,30.0,7.8,4.2,12.9,-10.8,-4.3,-26.2,1.5,-25.8
CCNS(=O)(=O)c1ccc(NC(=O)c2ccc(Cn3cc([N+](=O)[O-])cn3)o2)cc1,-19.8,-34.3,-3.6,-3.1,-8.8,10.3,17.3,2.6,0.1,10.7,-3.0
CC(C)C(=O)Nc1ccccc1Cc1ccccc1,17.9,8.9,9.0,-0.2,3.9,2.9,12.2,-2.1,10.3,-16.1,0.4

(more compounds)
Structure,SRC1 inh,SRC3 inh,TWEAK-Fn14 inh,TLR9-MyD88 inh,TROY NFkB inh,NR5A2 inv ag,NCOA2 inhibitor,NOD2-RIPK2 inh,LMP1 NFkB inh,C8 TRAIL sens,COUP-TFII inh
CCn1c(COc2ccccc2C)nnc1SCC(=O)CC(=O)Nc1ccccc1OC,-4.5,0.0,21.0,5.1,7.3,8.6,1.7,-0.3,-3.1,-7.0,12.8
O=C(c1ccco1)c1cn(CC(=O)N2CCCc3ccccc32)c2ccccc12,6.2,10.8,-4.3,4.8,-4.9,7.5,20.0,0.7,1.2,9.1,-0.5
O=C(CNC(=O)c1ccccc1F)NCCN1C(=O)S/C(=C\c2ccccc2Cl)C1=O,-12.8,7.9,-14.2,2.6,-7.3,10.0,-5.9,5.1,0.7,-11.3,-1.2
N#CCN1CCC2(O)CCCCC2C1c1ccc2c(c1)OCO2 (stereo not drawn),-29.7,8.0,5.7,-9.0,1.9,6.2,-12.3,-10.7,-7.1,-4.8,-3.6
Cc1ccccc1N1C(=O)Cc2ccccc2C1=O,11.1,4.2,-6.5,5.5,3.9,-4.3,-17.2,-12.7,1.9,-0.8,-12.3
CCOC(=O)c1cnc2c(C#N)c(C)nn2c1C,-6.1,10.0,-3.2,1.5,3.0,10.6,-4.1,-3.2,-2.4,-2.7,8.4
